# Screening data from PubChem BioAssay.
# MsrA inh: bovine MsrA inhibition | purified bovine MsrA, absorbance read-out | inhibition, % at 15.5 µM | 360,000 tested, 0.75% active | AID 651718; in the data active = inhibition above about 4.5%;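 note: 0% = vehicle wells with enzyme and 100% = reference inhibitor wells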
# Scp-1 inhibitor: inhibitors of human Scp-1 phosphatase; Q9GZU7; Recombinant Scp1, phosphopeptide, malachite green phosphate absorbance; inhibition, % at 20 µM; 340,000 tested, 0.88% active; AID 493091;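 active = inhibition above about 50% at 20 µM, limit read from the data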;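 note: plate controls were DMSO wells with enzyme for no effect and wells lacking enzyme for full effect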
#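 Test system: SCP-1 catalytic domain; Buffer or medium: Acidic Tris acetate buffer with magnesium and detergent; Also added: Phosphorylated 17-residue peptide substrate; Compound: single 20 µM dose, 1% DMSO; Schedule: enzyme reaction 45 min at room temperature, colour 5 min, stabilisation 30 min; Signal: Phosphate-binding colour reagent, absorbance read at 630 nm.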
# SUMO1-SIM PPI: SUMO1-SIM interaction modulation; AID 602429; inhibition, % at 20 µM; SUMO1 binding to a labelled peptide, TR-FRET, 1 h; 360,000 tested, 0.33% active; P63165; in the data active = inhibition above about 37%
# TbMetRS inhib: blocks T. brucei methionyl-tRNA synthetase activity; purified T. brucei MetRS, ATP depletion, Kinase-Glo luminescence; inhibition, % at 11.9 µM; 360,000 tested, 0.4% active;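 active = inhibition above a per-plate cutoff of the control wells' mean inhibition plus 3 SD, cut at about 5.5% in these data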;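 note: 0% = DMSO wells median and 100% = median of wells with control inhibitor compound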
#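 Dosing: 11.9 µM single point; system: parasite MetRS enzyme; technique: luminescence of leftover ATP; times: 15 min enzyme-compound preincubation, 2 h reaction, 10 min detection, 25 °C; replicates: each compound tested once; read-out basis: percent inhibition relative to median high and low control wells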
# eLon inh: inhibitors of E. coli Lon protease; purified E. coli Lon protease, fluorescence polarization; inhibition, % at 7.94 µM; 360,000 tested, 0.42% active; in the data active = inhibition above about 13%, passing the limit was not always enough;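 note: 0% = enzyme with probe and DMSO and 100% = no enzyme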
# bovine MsrA act: activates bovine MsrA enzyme; purified bovine MsrA, absorbance read-out; activation, % at 10.6 µM; 360,000 tested, 0.3% active; in the data active = activation above about 7.5%;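 note: 0% = vehicle and 100% = reference activator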
# STEP inh: inhibitors of human striatal-enriched phosphatase STEP; inhibition, % at 20 µM; 360,000 tested, 0.25% active; P54829; AID 588621; recombinant STEP, OMFP fluorogenic substrate, fluorescence;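 active = inhibition at 20 µM, scaled per plate between control wells, above about 37%, limit read from the data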;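 note: 0% = DMSO with enzyme and substrate and 100% = substrate only without enzyme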
#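 System: STEP phosphatase, cell-free reaction; Buffer or medium: Bis-Tris pH 6.0 buffer with DTT, detergent; Incubation: 20 min at room temperature, dark; Measured by: fluorescence, 480/540 nm.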
# LMPTP block: blocks human LMPTP phosphatase; inhibition, % at 20 µM; P24666; 360,000 tested, 0.22% active; recombinant LMPTP-A, OMFP fluorogenic substrate, fluorescence intensity;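 active = compounds that cut the enzyme signal by at least half of the control window in the single-dose screen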;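 note: plate controls were DMSO wells with enzyme plus substrate for no effect and substrate without enzyme for full effect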
#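 Test system: LMPTP-A phosphatase enzyme; input: 0.625 nM LMPTP-A final; reagent: OMFP substrate, 400 µM final; compound dosing: 20 µM single dose, 3% DMSO; incubation: 50 min dark incubation at room temperature; measured by: endpoint fluorescence intensity from OMFP dephosphorylation; measure: % inhibition relative to no-enzyme and uninhibited control wells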
# NRP1-CendR mod: modulators of CendR peptide binding to human neuropilin-1; FAM-RPARPAR peptide binding to NRP-1, fluorescence polarization; inhibition, % at 25 µM; 360,000 tested, 0.85% active; O14786; AID 602438;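 active = inhibition or corrected inhibition above about 18%, plus a signal ratio from 0.5 to 1.5, limit read from the data, passing the limit was not always enough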; note: strong numbers were not always called active
# DNMT1 block: DNMT1 (human) enzyme inhibition; P26358; inhibition (reported as % activation of signal), % at 10 µM; DNMT1 molecular beacon, Hinp1I cleavage, fluorescence; 360,000 tested, 0.83% active; in the data active = inhibition above about 50%
# Target sequence (P26358 504-1616 limits assumed): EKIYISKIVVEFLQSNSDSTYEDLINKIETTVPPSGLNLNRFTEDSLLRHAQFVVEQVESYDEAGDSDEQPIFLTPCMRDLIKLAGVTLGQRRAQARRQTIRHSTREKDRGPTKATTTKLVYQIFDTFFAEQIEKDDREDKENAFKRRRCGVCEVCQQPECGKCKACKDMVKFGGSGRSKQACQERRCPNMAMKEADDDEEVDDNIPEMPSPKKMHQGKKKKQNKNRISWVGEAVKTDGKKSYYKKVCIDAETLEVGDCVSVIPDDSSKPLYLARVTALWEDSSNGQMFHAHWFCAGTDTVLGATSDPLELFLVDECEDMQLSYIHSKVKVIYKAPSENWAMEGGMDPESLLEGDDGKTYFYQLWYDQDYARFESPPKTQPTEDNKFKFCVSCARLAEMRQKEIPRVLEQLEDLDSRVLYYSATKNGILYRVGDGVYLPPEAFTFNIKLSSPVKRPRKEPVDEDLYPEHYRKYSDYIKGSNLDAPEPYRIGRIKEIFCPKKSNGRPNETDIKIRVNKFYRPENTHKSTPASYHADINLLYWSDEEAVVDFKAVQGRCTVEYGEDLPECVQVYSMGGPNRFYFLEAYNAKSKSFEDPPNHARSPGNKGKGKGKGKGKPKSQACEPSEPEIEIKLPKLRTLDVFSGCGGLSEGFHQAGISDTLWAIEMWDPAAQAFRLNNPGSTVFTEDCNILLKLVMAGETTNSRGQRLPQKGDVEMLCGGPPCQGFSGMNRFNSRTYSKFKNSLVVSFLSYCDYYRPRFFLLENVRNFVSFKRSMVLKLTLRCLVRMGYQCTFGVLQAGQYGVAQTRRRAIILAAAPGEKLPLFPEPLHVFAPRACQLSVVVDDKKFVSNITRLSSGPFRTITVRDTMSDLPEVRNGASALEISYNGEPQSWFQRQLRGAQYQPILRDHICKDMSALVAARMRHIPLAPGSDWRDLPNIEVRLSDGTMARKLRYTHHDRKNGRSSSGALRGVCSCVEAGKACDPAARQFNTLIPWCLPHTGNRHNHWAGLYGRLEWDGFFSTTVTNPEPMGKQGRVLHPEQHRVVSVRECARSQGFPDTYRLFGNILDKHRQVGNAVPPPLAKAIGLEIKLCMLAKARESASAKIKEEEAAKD
# Starred values were filed as active, the others as inactive; nt = no result given.
SMILES,MsrA inh,Scp-1 inhibitor,SUMO1-SIM PPI,TbMetRS inhib,eLon inh,bovine MsrA act,STEP inh,LMPTP block,NRP1-CendR mod,DNMT1 block
COc1ccc(N2C(=NC(=O)c3ccc(Br)cc3)SC3CS(=O)(=O)CC32)cc1 (centres undefined),0.5,8,-19,-0.2,-8,3,-2,0.2,2,42
Cc1cc(C)n(CCC(=O)N2CCCC(N3CCN(c4cccc(Cl)c4)CC3)C2)n1 (centres undefined),-0.7,1,4,-0.3,-4,-2,-2,0.3,15,2
CSc1oc(-c2ccc(F)cc2)nc1S(=O)(=O)c1ccc(F)cc1,0.1,-19,6,0.2,-3,-2,2,2.3,-6,3
COc1ccccc1NC(=O)CSc1nnc(CCC(=O)Nc2ccccc2F)n1C,-0.4,0,1,-0.9,-7,-6,-1,-1.2,5,3
Clc1nnc(NC2CCCCC2)c(Cl)c1Cl,-0.1,nt,3,-0.2,0,-4,2,-1.1,-4,6
Cc1ccc(C)c(SCC(=O)Nc2ccc(C)c(S(=O)(=O)N3CCOCC3)c2)c1,0.5,-10,-2,-0.3,-2,-4,-1,0.3,3,-2
Cc1c(C=O)c2ccccc2n1CC(=O)O,2.2,-13,0,-0.2,0,-4,-4,-2.1,18,-3
COc1ccc(OCCC(=O)OCC(=O)Nc2cccc(Br)c2)cc1,-1.9,-9,2,1.2,-4,1,-3,1.2,1,-10
O=C(NC1CCSc2ccccc21)c1ccc(Cl)c(S(=O)(=O)N2CCOCC2)c1 (centres undefined),-0.1,2,5,-0.1,4,-1,7,4.0,14,5
C=CCOC(=O)/C(=C\C=C\c1ccccc1)NC(=O)c1ccccc1,3.5,-10,-7,-0.5,5,-5,-3,1.5,-2,4
COCCOC(=O)c1c(C)oc2ccc(NS(=O)(=O)c3cccs3)cc12,-0.5,7,1,-0.2,1,-4,-1,2.4,11,5
O=C(/C=C/c1cc2c(cc1Br)OCO2)NCc1ccc(F)cc1,0.1,-1,1,-0.5,1,-5,0,0.1,-8,-2
O=C(CN(Cc1cccs1)C(=O)CN1C(=O)COc2ccccc21)NCc1ccco1,-0.1,2,0,-0.2,-6,-2,-2,-0.8,-5,-2
COc1ccc(-n2c(SCC(=O)Nc3ccc4c(c3)OCO4)nnc2C(C)N2CCCCC2)cc1 (centres undefined),-0.4,-4,0,-1.6,-3,-8,-10,-0.4,-2,-4
O=C(Cc1ccc([N+](=O)[O-])cc1)NNC(=O)c1ccc2c(c1)OCO2,0.9,-5,-23,-0.3,1,-3,4,-1.5,-4,1
CC(C)OCCOc1ccc2oc(-c3ccco3)cc(=O)c2c1,2.3,61*,-12,-0.9,-19,-7,36,15,-24,28
C=CCN1C(=O)C(O)(CC(=O)c2ccccn2)c2ccccc21 (centres undefined),2.5,-3,-10,-1.0,-6,-6,2,0.8,7,1
O=C(COc1ccccc1)Nc1ccncc1,-0.2,-5,-1,-0.6,2,-4,2,-0.3,-14,-2
COc1ccc(C(C)(O)c2nc(-c3cccc(C(F)(F)F)c3)cs2)cc1 (centres undefined),1.0,nt,5,-0.2,0,9.8*,-2,-0.2,16,-23
Cc1c(C(=O)O)sc2nc(SCC(=O)Nc3ccc(S(=O)(=O)NCCCC(=O)O)cc3)[nH]c(=O)c12,-0.1,3,13,0.8,1,-3,4,0.1,-50,4

# Compound profiles, from the list above. Screens in order: MsrA inh | Scp-1 inhibitor | SUMO1-SIM PPI | TbMetRS inhib | eLon inh | bovine MsrA act | STEP inh | LMPTP block | NRP1-CendR mod | DNMT1 block
# O=C(/C=C/c1cc2c(cc1Br)OCO2)NCc1ccc(F)cc1 across the screens: 0.1 | -1 | 1 | -0.5 | 1 | -5 | 0 | 0.1 | -8 | -2
# O=C(Cc1ccc([N+](=O)[O-])cc1)NNC(=O)c1ccc2c(c1)OCO2 across the screens: 0.9 | -5 | -23 | -0.3 | 1 | -3 | 4 | -1.5 | -4 | 1

# Carrying on.
SMILES,MsrA inh,Scp-1 inhibitor,SUMO1-SIM PPI,TbMetRS inhib,eLon inh,bovine MsrA act,STEP inh,LMPTP block,NRP1-CendR mod,DNMT1 block
NS(=O)(=O)c1cccc(NC(=O)COC(=O)c2cc(Cl)ccc2[N+](=O)[O-])c1,0.5,49,-33,0.9,-1,-1,8,-1.2,12,0
Cc1ccc(C)c(OCCC(=O)OCC(=O)NCCNC(=O)COC(=O)CCOc2cc(C)ccc2C)c1,0.6,-9,0,-0.2,4,3,2,1.6,6,-14
N=C1C(c2ccccc2)=C(O)CN1CCO,-0.1,12,0,-1.4,-1,-13,-2,0.0,-8,-2
COc1ccc(C2/C=C\CN(C(=O)c3ccccc3)CC(=O)N2Cc2cccc(F)c2)cc1 (centres undefined),-0.8,-1,5,-1.4,-7,-2,-3,0.3,-12,2
O=C(Nc1ccc(-c2n[nH]c(=S)o2)cc1)c1ccccc1,3.5,-17,15,0.7,0,0,0,-1.9,2,3
Clc1ccccc1CSC1=NCCN1,0.0,-12,0,-0.4,8,-2,3,-0.8,2,-2
CC(=O)C1=CCC(c2ccc(Br)cc2)N(S(=O)(=O)c2ccc(C)cc2)C1 (centres undefined),-0.7,nt,7,-0.6,3,4,0,1.8,14,-3
COCCCN1C(=O)C(CC(=O)NCc2cccc3ccccc23)CC(C(=O)N(C(C)C)C(C)C)=C1C (centres undefined),-0.2,nt,2,-1.3,-1,-8,0,2.7,9,8
O=C(NNC(=O)c1c(F)cccc1F)c1sccc1-n1cccc1,-0.2,5,-1,-0.6,-9,-6,4,-0.8,-6,0
CC(=O)c1cccc(NC(=O)COC(=O)COc2ccc(Cl)cc2)c1,1.3,-10,-1,0.0,2,-3,2,-0.5,4,-2
COc1ccc(CN2CCCC(N3CCN(c4cccc(Cl)c4)CC3)C2)cc1OC (centres undefined),0.5,-4,5,0.4,-4,3,-6,-0.2,-1,1
COC(=O)[C@@H]1CCCN1C(=O)[C@@H](NC(=O)OC(C)(C)C)C(C)C,0.0,-3,0,-0.1,-1,-3,-2,1.8,15,7
Cc1ccc(S(=O)(=O)N(C)C)cc1NC(=O)CSc1ccc2c(c1)OCCO2,0.7,-15,-3,-0.3,2,-2,20,0.0,-6,15
CN(CC(=O)Nc1ccc(Cl)c(C(F)(F)F)c1)C(=O)c1cc(-c2ccncc2)nc2ccccc12,-0.1,5,-7,-0.1,-1,-5,5,3.3,-5,-6
O=C1C2ON(c3ccccc3)C(c3ccccn3)C2C(=O)N1c1ccc(Br)cc1 (centres undefined),-0.3,-10,-3,-0.1,15*,2,1,0.7,9,0
CCOc1ccc(C(C)(N)C(=O)O)cc1 (centres undefined),1.6,0,1,-0.2,1,0,-1,0.8,-4,-2
CCC(=O)N(Cc1cccs1)C1CCOC(C)(C)C1 (centres undefined),-1.1,-3,0,-0.1,-4,-3,-3,-2.1,7,1
O=C(COC(=O)c1ccc(NS(=O)(=O)c2ccc(Br)s2)cc1)NC1CCCC1,0.7,-14,2,-1.1,4,-6,-1,-0.7,2,0
Cc1ccc(C(=O)/C=C/c2ccc3ncccc3c2)cc1,0.4,-4,-9,-0.2,7,-2,-2,1.9,-7,3
COCCCN(C(=S)NC(=O)C(C)(C)C)c1c(N)n(Cc2ccccc2)c(=O)[nH]c1=O,0.3,-4,0,-0.7,-3,-4,-2,-0.6,1,-3

# Part of the list above in a different format:
Structure | MsrA inh | Scp-1 inhibitor | SUMO1-SIM PPI | TbMetRS inhib | eLon inh | bovine MsrA act | STEP inh | LMPTP block | NRP1-CendR mod | DNMT1 block
COCCCN1C(=O)C(CC(=O)NCc2cccc3ccccc23)CC(C(=O)N(C(C)C)C(C)C)=C1C (centres undefined) | -0.2 | nt | 2 | -1.3 | -1 | -8 | 0 | 2.7 | 9 | 8
COCCCN(C(=S)NC(=O)C(C)(C)C)c1c(N)n(Cc2ccccc2)c(=O)[nH]c1=O | 0.3 | -4 | 0 | -0.7 | -3 | -4 | -2 | -0.6 | 1 | -3
O=C(Nc1ccc(-c2n[nH]c(=S)o2)cc1)c1ccccc1 | 3.5 | -17 | 15 | 0.7 | 0 | 0 | 0 | -1.9 | 2 | 3
CC(=O)C1=CCC(c2ccc(Br)cc2)N(S(=O)(=O)c2ccc(C)cc2)C1 (centres undefined) | -0.7 | nt | 7 | -0.6 | 3 | 4 | 0 | 1.8 | 14 | -3

# (listing goes on)
SMILES,MsrA inh,Scp-1 inhibitor,SUMO1-SIM PPI,TbMetRS inhib,eLon inh,bovine MsrA act,STEP inh,LMPTP block,NRP1-CendR mod,DNMT1 block
CCc1cccc(NC(=O)CCS(=O)(=O)c2ccc3c(c2)NC(=O)CO3)c1,0.6,-2,-1,-0.2,1,-2,0,-2.1,13,0
O=C(Nc1ccccc1)C1=C[C@@H](c2ccc3c(c2)OCO3)C[C@@H](OCCCCO)O1,0.2,-9,-2,-0.2,-8,-2,-3,0.6,21,-6
O=S(=O)(Nc1ccc(Cl)cc1)c1ccc(N2CCOCC2)c(NC(=S)NC2CC2)c1,-0.9,-1,0,-0.5,7,-1,5,1.0,2,-2
Cc1cc(C)c(NC(=O)CSc2nnc(Cc3cccn3C)n2-c2ccc(F)cc2)c(C)c1,0.0,-9,0,-1.1,4,3,0,1.3,2,-9
Cn1c(SCC(=O)c2ccccc2)nc2cccnc21,0.3,-8,-1,0.0,-5,-1,-6,-1.3,-2,-6
O=C(Nc1cc(C(F)(F)F)ccc1N1CCOCC1)c1n[nH]c(=O)c2ccccc12,-1.5,2,-4,-1.1,5,-2,1,0.9,10,-6
c1ccc(OCc2nn3c(-c4ccco4)nnc3s2)cc1,-0.8,-5,5,0.2,-5,0,-2,-0.7,0,10
COc1cc(COCC(O)CN2C(C)CCCC2C)cc(OC)c1OC (centres undefined),-1.3,-8,2,-0.3,4,-2,-2,-0.3,0,-3
CC(NC(=O)COc1ccc([N+](=O)[O-])cc1)c1ccccc1 (centres undefined),0.0,1,-9,-0.7,3,-11,-3,-1.2,-2,1
CCCCNCCOCCSc1ccc(Cl)cc1,0.9,3,2,0.4,-6,2,-1,-1.2,-2,1
CC(=O)c1ccc(C(=O)N2CCc3c([nH]c4ccccc34)C2c2ccccn2)s1 (centres undefined),2.0,-1,-13,1.4,5,-3,0,0.2,15,3
COCCNc1ncnc2c1ncn2[C@H]1CN(Cc2ccc3c(c2)OCO3)C[C@@H](CO)O1,1.2,nt,0,-0.2,3,-2,1,-0.8,5,-4
Cc1nc2ccc(C(=O)N3CCN(Cc4ccccc4)CC3)cc2[nH]1,-1.7,-5,3,-0.4,4,0,-3,-0.7,-12,-3
CCOC(=O)c1c(Cl)c(C)nn1-c1nc(OC)cc(OC)n1,-1.1,-4,4,-0.1,-6,-2,-3,-2.3,-14,10
Cn1nc(C(F)(F)F)cc1Oc1ncc(C(F)(F)F)cc1Cl,-0.4,-5,-7,-0.6,4,0,1,0.9,12,-2
O=C(NNC(=O)C1CC=CCC1C(=O)O)c1ccc(Cl)cc1 (centres undefined),-0.2,-7,3,0.2,-1,-2,-2,-1.1,6,0
O=C(COc1ccc([N+](=O)[O-])cc1)NCc1ccccc1,-0.8,-2,-18,0.0,1,-13,-7,-1.0,-10,1
CCc1ccc(C(=O)COC(=O)c2nn(C)c(=O)c3ccccc23)cc1,0.7,-10,-14,0.0,-8,-6,-1,0.1,-8,0
